DUSP3 inh: blocks human VHR1 dual specificity phosphatase; P51452; recombinant VHR phosphatase, pNPP absorbance; inhibition, % at 13.3 µM; hit rate 0.52% among 290,000; in the data active = inhibition above about 50%; note: some compounds called inactive have numbers as strong as hits
Target sequence (P51452 whole entry, looked up): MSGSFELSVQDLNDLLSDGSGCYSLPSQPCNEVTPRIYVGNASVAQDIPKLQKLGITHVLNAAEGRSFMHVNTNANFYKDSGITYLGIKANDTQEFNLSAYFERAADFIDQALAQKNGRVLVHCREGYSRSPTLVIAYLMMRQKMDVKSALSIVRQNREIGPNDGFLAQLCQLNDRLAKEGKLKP
Yp Topo-I inh: Y. pestis Topo-I inhibition via cleavage products; activity, % at 10 µM; hit rate 0.064% among 360,000; Y. pestis Topo-I cleavage product accumulation, plate reader; in the data active = activity above about 50%, passing the limit was not always enough; inconclusive = no clear call, values can overlap the other calls; note: inactives centre near 2
3CLpro inhibitor: SARS-CoV 3CLpro protease inhibition; P0C6X7; recombinant SARS-CoV 3CLpro, quenched FRET peptide cleavage; inhibition, % at 6 µM; hit rate 0.14% among 290,000; AID 1706; in the data active = inhibition above about 12%
BH1578 lux ind: inducers of Vibrio cholerae quorum light production without autoinducers; hit rate 0.16% among 350,000; activation, % at 18.7 µM; AID 588436; V. cholerae BH1578 lux reporter, luminescence, 6 h; in the data active = activation mostly above about 9.7%, no sharp cut-off; inconclusive = no clear call, values can overlap the other calls; inactive = mostly below about 3.7%; note: not every result past the cut was called active; inactives centre near 0; reference of the scale not given here
PriA SSB inh: inhibitors of Klebsiella pneumoniae PriA binding to SSB C-terminal tail. AID 1272365. hit rate 0.6% among 430,000. inhibition, % at 33 µM. AlphaScreen SSBct-PriA binding, biotinylated peptide; in the data active = inhibition mostly above about 37%, no sharp cut-off; inactive = mostly below about 20%;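 note: plate controls were negative control peptide for no effect and reference peptide for full effect; strong numbers were not always called active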
PfHsp40 rescue: compounds rescuing yeast from Plasmodium falciparum HSP40 toxicity; growth rescue, % at 12.5 µM; S. cerevisiae expressing PfHsp40, growth rescue, ATP luminescence; hit rate 0.68% among 340,000; in the data active = growth rescue above about 28%, passing the limit was not always enough; inconclusive = no clear call, values can overlap the other calls;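 note: yeast W303a lacking pdr1 and pdr3 grown in galactose medium; growth measured after three days at 30 °C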
TcdB GH inh: TcdB glycohydrolase inhibition; P18177; hit rate 0.24% among 350,000; inhibition, % at 9.99 µM; AID 652162; TcdB glycohydrolase enzymatic assay, plate reader; in the data active = inhibition above about 10%
CCHF vOTU inh: blocks the CCHF virus ovarian tumor domain protease | hit rate 0.55% among 370,000 | inhibition, % at 11.5 µM | CCHFV vOTU protease, Pep-AMC fluorescence; in the data active = inhibition above about 30%; note: 0% = vehicle wells with enzyme and 100% = no enzyme wells
Anthrax LF inh2: inhibitors of Bacillus anthracis lethal factor protease | P15917 | multiplex microsphere protease cleavage assay, LF | inhibition, % at 10 µM | hit rate 0.12% among 360,000 | AID 588501; note: plate controls were buffer without enzyme for full effect and enzyme alone for no effect
Target sequence (P15917 whole entry, looked up): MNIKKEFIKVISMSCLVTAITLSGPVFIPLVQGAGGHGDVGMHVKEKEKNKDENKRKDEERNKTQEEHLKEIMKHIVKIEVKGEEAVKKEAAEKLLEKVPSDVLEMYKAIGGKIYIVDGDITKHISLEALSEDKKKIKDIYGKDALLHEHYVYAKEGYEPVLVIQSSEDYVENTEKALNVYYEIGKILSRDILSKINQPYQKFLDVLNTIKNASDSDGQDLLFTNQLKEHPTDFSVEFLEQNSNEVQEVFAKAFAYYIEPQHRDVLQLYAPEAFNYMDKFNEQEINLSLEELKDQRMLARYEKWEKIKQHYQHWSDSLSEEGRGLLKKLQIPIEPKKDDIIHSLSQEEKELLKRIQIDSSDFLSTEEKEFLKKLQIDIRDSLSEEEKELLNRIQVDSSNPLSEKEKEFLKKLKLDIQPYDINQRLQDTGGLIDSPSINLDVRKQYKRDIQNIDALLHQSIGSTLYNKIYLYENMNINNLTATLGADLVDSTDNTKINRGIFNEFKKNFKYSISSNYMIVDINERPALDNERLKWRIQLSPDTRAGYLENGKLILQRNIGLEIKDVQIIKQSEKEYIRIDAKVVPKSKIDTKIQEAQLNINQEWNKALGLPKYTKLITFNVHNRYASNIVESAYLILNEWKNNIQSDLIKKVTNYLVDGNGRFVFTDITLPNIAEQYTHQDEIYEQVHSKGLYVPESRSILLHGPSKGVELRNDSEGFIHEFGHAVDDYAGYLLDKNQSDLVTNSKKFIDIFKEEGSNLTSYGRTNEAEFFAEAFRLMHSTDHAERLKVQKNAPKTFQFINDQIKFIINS
BoNT A protease: inhibitors of Botulinum neurotoxin A light chain protease | inhibition, % at 10 µM | multiplex microsphere protease substrate cleavage, flow cytometry | hit rate 0.17% among 360,000; note: plate controls were buffer without enzyme for full effect and enzyme alone for no effect
* = called active by the depositor; i = inactive; ? = inconclusive; / = not tested or not shown; & = joins results of further samples; ! = not confirmed by another sample. Cut-off read from the data, not from the text of the source, unless noted: active = inhibition above about 30%; inconclusive = no clear call, values can overlap the other calls; inactive = below that.

SMILES	DUSP3 inh	Yp Topo-I inh	3CLpro inhibitor	BH1578 lux ind	PriA SSB inh	PfHsp40 rescue	TcdB GH inh	CCHF vOTU inh	Anthrax LF inh2	BoNT A protease
CCOCCc1nn2c(=O)cc(CSCC(=O)Nc3ccc(OC)cc3)nc2s1	-30.6	-1.9	0.9	i	-4.9	0.8	2.2	7.4	-0.2	1.8
CSc1ccc(/C=C(\C(=O)O)c2ccc(S(=O)(=O)N3CCCC3)s2)cc1	/	0.6	/	i	-11.9	2.1	-0.1	14.7	3.0	0.5
CCC(C)CCN1CCN=C1N(C)C (stereo not given)	/	4.4	/	-0.8	9.7	-0.3	-1.5	10.6	-2.6	-1.0
O=C1CSC(=Nc2ccc(F)cc2)N1	/	1.5	4.4	i	-5.0	-0.1	0.7	-11.5	19.8	-0.7
c1ccc(-c2ccc(CN3Cc4ccccc4-n4nncc4C3)cc2)cc1	/	38.0	/	249.0*	/	/	-0.3	17.3	-0.1	-0.3
O=C(CSc1ccc(Br)cc1)Nc1ccccc1Oc1ccccc1	4.0	-1.2	-1.4	i	0.8	-0.6	/	-8.9	0.6	0.4
CC1(C(=O)NCc2cccc3ccccc23)CCN1C(=O)C1(c2ccccc2)CC1 (stereo not given)	/	35.1	/	i	/	/	0.9	-0.4	1.2	-0.2
Cc1ccc(NC(=O)COC(=O)C(NS(=O)(=O)c2ccc(Cl)cc2)C(C)O)c(Br)c1 (stereo not given)	-6.7	?	3.5	-0.2	-7.7	-1.7	/	2.2	0.3	0.4
O=C(CS(=O)c1ccc(Br)cc1)N1CCOCC1 (stereo not given)	17.2	3.2	-3.9	i	2.4	-3.1	1.1	7.8	-10.6	-0.7
COc1ccc(CCNC(=O)Cn2cnc3ccccc3c2=O)cc1OC	4.0	-3.3	1.3	-0.3	-21.8	-1.2	/	-1.2	3.4	1.2
CC(C)C(NC(=O)c1ccccc1)c1nnc(SCC(=O)NC2CCCC2)n1C (stereo not given)	35.8	6.3	-0.2	-0.3	-14.0	-0.3	-0.6	5.8	4.2	-1.1
CCOC(=O)N1CCN(S(=O)(=O)c2c(C)nc3scc(C)n3c2=O)CC1	20.9	3.1	-2.3	-0.9	2.1	0.6	1.3	7.7	-1.0	0.2
Cn1c(=O)c2c(nc(SCC(=O)Nc3ccccc3N3CCCCC3)n2C)n(C)c1=O	35.9	31.6	3.3	-0.5	-4.3	2.2	1.7	7.7	-2.3	0.2
Cc1ccc(S(=O)(=O)NCC(=O)OCC(=O)NCc2cccs2)cc1	/	-2.2	/	i	2.1	0.0	1.6	8.8	3.7	0.9
COc1ccc(CCNC(=O)C(=O)NCC2OCCN2S(=O)(=O)c2ccc(Br)cc2)cc1 (stereo not given)	1.0	-7.4	-8.6	-0.4	1.6	0.0	-0.2	1.5	-0.7	0.4
COc1cc(OC)cc(-c2c(C#Cc3ccsc3)c3cc(-c4ccc(SC)cc4)ccc3n2C)c1	/	-7.4	/	-0.4	-43.8	0.3	0.8	0.1	0.5	0.3
O=S(=O)(c1ccc(Cl)cc1Br)N1CCCCC1	-1.5	19.7	0.1	i	-50.3	0.7	/	1.3	1.4	-2.3
Cc1ccc(N2C(=O)C3ON(c4ccccc4)C(c4ccncc4)C3C2=O)cc1 (stereo not given)	36.8	-2.4	-1.8	-7.1	-2.7	-1.5	/	16.8	-0.3	-0.1
CC1CCN(CC(=O)c2c[nH]c3ccccc23)CC1	27.0	-1.1	3.6	-5.0	9.9	1.3	/	-3.2	-2.3	1.1
COc1ccc(OC)c(CN2CCN(C(=O)c3cccc(S(=O)(=O)Nc4ccc(F)cc4)c3)CC2)c1	/	23.7	/	i	10.3	-1.1	1.2	7.4	-1.7	-0.5
Cc1ccnc2nc(C(=O)Nc3ccc(S(=O)(=O)N4CCCC4)cc3)nn12	6.1	1.0	-2.9	-0.5	-15.8	5.0	1.0	-10.9	-1.9	-1.1
COc1cccc(-c2sc3ccccc3c2-c2ccc(OCCN3CCCC3)cc2)c1	/	-18.1	/	4.5	26.0	?	1.1	0.7	-4.2	-0.8
CC(C)N(CCO)C(=O)CCc1nnc(CCCc2ccccc2)o1	4.3	0.0	-2.0	i	-6.6	1.0	0.5	5.0	-0.8	-0.9
CC(C)C(NC(=O)C1CCCCC1)C(=O)Nc1ccc2c(c1)OCCO2 (stereo not given)	15.1	-0.5	3.2	-2.9	-4.2	0.5	/	-0.8	1.6	0.3
CC1=C(C(=O)OCc2ccccc2)C(c2cccnc2)n2ncnc2N1 (stereo not given)	25.0	-2.1	-3.7	0.8	1.5	-1.6	/	-9.8	-0.2	-0.4
O=C(COC(=O)c1ccccc1N1C(=O)C2C3CCC(C3)C2C1=O)c1ccccc1 (stereo not given)	-1.6	1.4	4.8	i	-14.4	-0.5	/	-6.3	0.9	-0.5
CCCc1cc(=O)oc2cc(C)cc(OCc3nn[nH]n3)c12	17.9	-0.1	-0.4	-0.8	-24.9	3.4	/	-48.1	0.7	-0.2
COc1ccc2sc(N(CCCN(C)C)C(=O)c3ccc(C(=O)c4ccccc4)cc3)nc2c1	/	-1.8	/	-1.2	24.2&25.0	0.2	1.7	-1.7	0.5	-2.7
Cc1cc(C)c(NS(=O)(=O)c2c(C(=O)N3CCOCC3)c(C)n(C)c2C)c(C)c1	20.9	1.0	7.0	-5.3	-6.5	-0.3	1.5	15.1	0.6	-0.4
COc1ccc(S(=O)(=O)NC2CCCCC2)cc1F	16.5	2.4	-0.5	-0.6	-7.0	0.4	1.3	-3.2	-3.3	-5.1
CC1CCN(C(=O)C(C)Sc2nc(-c3ccccc3)cc(C(F)(F)F)n2)CC1 (stereo not given)	14.6	46.2	-0.2	1.7	-36.7	0.6	/	6.8	-5.2	1.8
COc1ccc(CCN2CC34C=CC(O3)C(C(=O)NCc3ccccc3Cl)C4C2=O)cc1OC (stereo not given)	18.6	9.8	3.0	i	0.2	0.0	/	-1.9	-2.5	-0.5
CN(C)S(=O)(=O)c1ccc(NC(=O)CSc2nnc(-c3ccco3)o2)cc1	/	2.6	/	i	-5.8	-0.3	0.9	3.9	-3.7	-2.2
CCOc1ccc(NC(=O)C(c2ccccn2)N(C(=O)CCl)c2ccc(OC)cc2)cc1 (stereo not given)	-15.0	2.2	3.0	-0.2	-9.3	-1.4	-10.3	6.5	-2.1	0.5
Cc1ccc(C(O)c2ncc(-c3ccc(F)cc3)[nH]2)c(C)c1 (stereo not given)	/	-4.4	/	-3.3	/	/	2.0	31.4*	-5.3	-0.3
S=c1[nH]nc(-c2cc(-c3ccccc3)n[nH]2)n1/N=C/c1ccc(Br)s1	3.5	25.5	3.0	-0.4	/	2.1	2.3	15.7	0.4	2.0
Cc1ccc(OCCC(=O)Nc2c(C)n(C)n(-c3ccccc3)c2=O)cc1	20.7	8.0	-0.1	i	-12.7	0.3	/	-4.6	1.5	-0.7
COc1ccccc1-n1c(SCC(=O)N(C)C)nnc1-c1ccco1	/	1.5	/	-0.4	-5.8	-0.4	-0.8	-9.8	/	/
CN(C)CCCN(C(=O)c1ccc(S(=O)(=O)N(C)Cc2ccccc2)cc1)c1nc2c(F)cccc2s1	14.0	4.1	6.8	-0.4	39.0*!	-0.4	0.7	5.5	-3.6	-0.6
Cc1c(C)c2ccc(OCC(=O)Nc3ccc(CN4CCOCC4)cc3)cc2oc1=O	27.9	7.4	-6.2	0.5	1.9	-0.2	0.5	-6.2	-1.6	-1.6
O=c1c2ccccc2ncn1Cc1ccco1	35.9	5.0	3.6	i	-21.5	2.9	1.3	-13.2	0.0	1.2
COc1ccc(-c2sc3cc(OC)ccc3c2-c2ccc(OCCN3CCOCC3)cc2)cc1	/	8.1	/	-0.6	1.1	-0.1	-0.3	-17.8	-8.6	0.1
COc1ccc(NC(C)=O)cc1S(=O)(=O)NC(C)c1ccc(-n2ccnc2)cc1 (stereo not given)	/	8.8	/	-2.1	6.1	-0.9	1.5	-11.5	-0.4	1.4
Cc1sc(N)nc1-c1c(C)n(C)c2ccccc12	2.4	-2.4	-4.5	-0.8	16.8	-1.1	0.4	-2.4	20.0	3.6
CCOc1ccc(N=C(C)c2ccccc2O)cc1	36.0	-9.2	-0.2	-0.3	2.8	-0.4	0.3	-12.3	3.5	0.2
O=C(CN1CCCC1)N1c2ccccc2Sc2ccccc21	-5.3	-4.6	0.4	-7.4	4.5	-0.1	/	1.3	-0.8	0.4
O=C(c1sc2ccccc2c1Cl)N(Cc1ccccc1Cl)C1CCS(=O)(=O)C1 (stereo not given)	13.9	4.4	8.1	-1.7	10.8	0.7	/	11.0	0.2	0.5
CC(=O)Nc1ccc(S(=O)(=O)Nc2ccc(N3CCCCC3)cc2)cc1	/	-7.1	/	i	49.5	-0.1	1.1	-5.3	-16.6	4.1
COc1ccc(-c2cc(C(=O)OCC(=O)N3CCOCC3)c3ccccc3n2)cc1	/	26.4	/	i	-32.1	4.3	1.9	-5.4	-6.9	-0.2
Cc1ccccc1S(=O)(=O)Cc1ccc(C(=O)NCCc2ccccc2)o1	-3.6	12.7	0.7	i	4.1	-1.5	-0.1	-6.0	-1.3	0.0
(more compounds)
SMILES	DUSP3 inh	Yp Topo-I inh	3CLpro inhibitor	BH1578 lux ind	PriA SSB inh	PfHsp40 rescue	TcdB GH inh	CCHF vOTU inh	Anthrax LF inh2	BoNT A protease
COc1ccc(-c2onc3ccc(C(C)=O)cc23)cc1	3.0	-7.2	-15.7	i	-4.2	-1.4	0.1	-4.9	-4.8	2.0
Cc1cccc(Nc2nccc(N(C)C)c2C#N)c1	12.9	2.6	1.1	i	9.1	-0.1	1.6	-10.4	1.7	0.3
CCOc1ccc(CCNC(=O)CCc2nc(-c3ccc(OC)cc3)no2)cc1OCC	13.3	5.1	2.3	-0.5	-8.6	0.3	/	0.2	-4.8	0.2
Cc1cccc(-n2ncc3c(N)ncnc32)c1	-2.7	-3.1	-0.9	-0.2	-24.2	-0.7	5.7	30.4*	1.5	-0.4
O=C(CNC(=O)c1ccc(Cl)cc1)N/N=C/C=C/c1ccccc1	13.3	1.3	-1.6	0.8	/	0.4	-1.2	5.2	0.2	0.0
COc1ccccc1C(=O)Nc1ccc(OCC(=O)N2CCCCC2)cc1	/	15.9	/	i	0.7	-0.5	0.1	-2.8	-3.8	-1.5
CC1=C(C(N)=O)C(c2cccc(OCc3ccccc3)c2)n2nnnc2N1 (stereo not given)	27.6	-0.3	2.5	-5.3	-1.2	-0.8	/	0.6	-8.6	-0.3
COc1ccc(CN2CCNC(=O)C2CC(=O)NC2CCC2)c(OC)c1 (stereo not given)	5.5	13.8	2.5	i	-11.6	0.3	0.9	-4.0	-3.0	-2.4
N#Cc1ccc(C(=O)N2CCC3CC2c2cc(-c4ccccc4)ccc23)cc1 (stereo not given)	/	36.0	/	i	-6.8	1.6	0.8	1.2	-6.2	0.2

Among those listed so far, these contain a furan ring, fused or not.
SMILES	DUSP3 inh	Yp Topo-I inh	3CLpro inhibitor	BH1578 lux ind	PriA SSB inh	PfHsp40 rescue	TcdB GH inh	CCHF vOTU inh	Anthrax LF inh2	BoNT A protease
CN(C)S(=O)(=O)c1ccc(NC(=O)CSc2nnc(-c3ccco3)o2)cc1	/	2.6	/	i	-5.8	-0.3	0.9	3.9	-3.7	-2.2
COc1ccccc1-n1c(SCC(=O)N(C)C)nnc1-c1ccco1	/	1.5	/	-0.4	-5.8	-0.4	-0.8	-9.8	/	/
O=c1c2ccccc2ncn1Cc1ccco1	35.9	5.0	3.6	i	-21.5	2.9	1.3	-13.2	0.0	1.2
Cc1ccccc1S(=O)(=O)Cc1ccc(C(=O)NCCc2ccccc2)o1	-3.6	12.7	0.7	i	4.1	-1.5	-0.1	-6.0	-1.3	0.0

Screening data from PubChem BioAssay.

Only part of the results is shown. The share of hits here may be higher or lower than overall.
